# Source: PubChem
# D1 antag – Antagonist of Human D 1 Dopamine Receptor: qHTS; D(1A) dopamine receptor (Homo sapiens), P21728; HEK293 TREx D1 cells, calcium flux, dopamine EC80; stronger effect = lower value; activity change, negative = inhibition, % at 10 µM; 360,000 compounds, 3.2% hits; in the data active = activity change below about -30%; note: % is set by controls: 0 for no effect and ±100 for the full control effect
# Target sequence (P21728 whole entry, looked up): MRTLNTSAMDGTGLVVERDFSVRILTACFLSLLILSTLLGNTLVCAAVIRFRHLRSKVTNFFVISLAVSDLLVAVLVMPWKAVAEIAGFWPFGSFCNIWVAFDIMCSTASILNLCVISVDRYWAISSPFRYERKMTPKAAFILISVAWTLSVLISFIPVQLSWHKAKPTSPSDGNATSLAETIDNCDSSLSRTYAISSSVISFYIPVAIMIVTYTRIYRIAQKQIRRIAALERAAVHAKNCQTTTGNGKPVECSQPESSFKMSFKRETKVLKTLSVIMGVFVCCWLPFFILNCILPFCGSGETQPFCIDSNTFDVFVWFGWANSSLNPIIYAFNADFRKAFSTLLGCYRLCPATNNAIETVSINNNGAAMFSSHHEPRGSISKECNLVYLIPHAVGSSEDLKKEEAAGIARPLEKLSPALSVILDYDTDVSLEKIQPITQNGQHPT
#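 Inducible Hek293 Trex D1 cells (tetracycline, overnight, 30 C). Calcium dye 30–90 min RT. Antagonist mode: EC80 dopamine added after 180 s compound read.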
# RXFP1 antag – qHTS Assay for Antagonists of the Relaxin Receptor RXFP1; Relaxin receptor 1 (Homo sapiens), Q9HBX9; HEK293-RXFP1, relaxin-stimulated cAMP HTRF, 30 min; stronger effect = lower value; activity change, negative = inhibition, % at 57.5 µM; 350,000 compounds, 0.59% hits;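 active = activity change of -60% or lower, but not beyond a set lower limit; inconclusive = change between -60% and -40%, or beyond the set limit; inactive = change above -40%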; note: % is set by controls: 0 for no effect and ±100 for the full control effect
# D1 ag – Allosteric Agonists of the Human D1 Dopamine Receptor: qHTS. D(1A) dopamine receptor (Homo sapiens), P21728. HEK293 T-REx D1 cells, calcium flux, agonist mode. activation, % at 2 µM. 360,000 compounds, 1% hits. AID 504660, 2011; in the data active = activation above about 30%; note: 0% is about no effect
#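 Agonism was scored from calcium flux recorded over 180 s (1 read/s) after pintool compound addition, following a 10-cycle baseline. Cells were inducible force-coupled HEK293 TREx D1, plated overnight at 30 C and loaded with no-wash calcium dye.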
# D1 potentiator – Potentiators of Human D1 Dopamine Receptor: qHTS; D(1A) dopamine receptor (Homo sapiens), P21728; potentiation, % at 10 µM; HEK293 TREx D1 cells, calcium flux, dopamine EC20 potentiation; 360,000 compounds, 0.036% hits; AID 504651, 2011; in the data active = potentiation above about 30%; note: 0% is about no effect
# TRHR ag – qHTS for Small Molecule Agonists and Allosteric Enhancers of Human TRH Receptor: Primary Screen for Agonists; Thyrotropin-releasing hormone receptor (Homo sapiens), P34981; TRHR cells, calcium flux fluo-8, FDSS agonist mode; activation, % at 2 µM; 360,000 compounds, 0.18% hits; AID 493084, 2011; in the data active = activation above about 30%; note: 0% is about no effect
#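 In this calcium-flux screen, cells bearing human TRHR are dye-loaded with fluo-8, baselined for 10 cycles, then exposed to library compounds; positive kinetic calcium responses during the agonist phase mark hits, with TRH as control.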
# TRHR PAM – qHTS for Small Molecule Agonists and Allosteric Enhancers of Human TRH Receptor: Primary Screen for Enhancers. Thyrotropin-releasing hormone receptor (Homo sapiens), P34981. TRHR cells, fluo-8 calcium fluorescence, EC20 TRH enhancement. enhancement, % at 2 µM. 360,000 compounds, 0.66% hits. AID 493056, 2011; in the data active = enhancement above about 30%; note: 0% is about no effect
#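 TRHR-expressing cells loaded with fluo-8 calcium dye were read kinetically (ex 480/em 530) during compound addition, then stimulated with an EC20 of TRH (10 nM final). Enhancement of the Gq-mediated intracellular calcium response was scored.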
# Apoferritin bind – qHTS Assay for Identification of Novel General Anesthetics. 350,000 compounds, 0.074% hits. Potency, µM (highest dose often 77.5 µM), for inactives: top-dose activity change, negative = displacement, usual class: inhibitors. apoferritin/1-aminoanthracene competitive binding, fluorescence. Ferritin light chain (Equus caballus), P02791; note: potency is the fitted concentration of half-maximal effect; % is set by controls: 0 for no effect and ±100 for the full control effect; nearly all actives have a fitted effect of over 20% in size
# Target sequence (P02791 2-175 limits assumed): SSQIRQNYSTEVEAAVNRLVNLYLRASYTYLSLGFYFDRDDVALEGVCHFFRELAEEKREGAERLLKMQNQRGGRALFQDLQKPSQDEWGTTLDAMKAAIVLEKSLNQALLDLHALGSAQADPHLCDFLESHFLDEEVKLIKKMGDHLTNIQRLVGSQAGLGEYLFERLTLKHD
#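 Steps: apoferritin (10 uM) was premixed with half-saturated 1-AMA in PBS, compounds were pin-transferred, plates stood 10 min at room temperature, fluorescence was read at 380/535 nm, and curves were fitted with a Hill equation.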
# RXFP1 ag – qHTS Assay for Agonists of the Relaxin Receptor RXFP1. Relaxin receptor 1 (Homo sapiens), Q9HBX9. AID 2676, 2010. HEK293T-RXFP1 cAMP TR-FRET, 30 min; response scale: percent of porcine relaxin response, buffer zero. Potency, µM (titrated, usually from 57.5 µM), for the others: at the highest dose activation, most hits filed as activators. 370,000 compounds, 0.3% hits; note: potency is the fitted concentration of half-maximal effect; % is set by controls: 0 for no effect and ±100 for the full control effect; nearly all actives have a fitted effect of over 60% in size; many of its hits are not listed in these tables
#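 Agonist response is measured as cAMP accumulation in an RXFP1-transfected HEK293T line under PDE4 inhibition. Values are scaled between buffer-only and 29 nM porcine relaxin, and EC50s come from standard Hill equation fits.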
# D2 potentiator – HTS Assay for Positive Allosteric Modulators of the Human D2 Dopamine Receptor: Primary Screen for Potentiators | D(2) dopamine receptor (Homo sapiens), P14416 | HEK293 T-REx D2, calcium flux, EC20 dopamine potentiation | potentiation, % at 10 µM | 340,000 compounds, 0.34% hits | AID 485347, 2010;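 active = potentiation over 3 SD above the plate norm, cut at about 30% in these data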; note: 0% is about no effect
# Target sequence (P14416 whole entry, looked up): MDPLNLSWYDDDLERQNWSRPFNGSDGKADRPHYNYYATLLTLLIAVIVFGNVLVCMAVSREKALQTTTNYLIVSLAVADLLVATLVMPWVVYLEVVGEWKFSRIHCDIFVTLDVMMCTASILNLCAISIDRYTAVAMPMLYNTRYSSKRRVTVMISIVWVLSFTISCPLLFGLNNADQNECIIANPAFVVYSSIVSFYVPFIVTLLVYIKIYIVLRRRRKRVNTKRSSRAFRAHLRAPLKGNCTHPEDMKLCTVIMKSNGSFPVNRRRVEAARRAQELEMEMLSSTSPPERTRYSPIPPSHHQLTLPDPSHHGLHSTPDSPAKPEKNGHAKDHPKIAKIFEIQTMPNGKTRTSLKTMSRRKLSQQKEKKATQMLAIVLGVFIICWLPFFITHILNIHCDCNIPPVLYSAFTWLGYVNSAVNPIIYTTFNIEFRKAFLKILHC
#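 Using a no-wash calcium dye in inducible, force-coupled HEK293 Trex cells expressing D2, we tracked fluorescence each second for 180 s after compound, then for 180 s after EC20 dopamine to detect augmented signalling.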
# An asterisk follows results filed as active; u = inconclusive; x = no result given; [ ] = remark or other dose. Unless noted, calls come from the whole dose curve; as a rule, active = well fitted curve in the direction sought with a large enough effect; inconclusive = small, poorly fitted or top-dose-only effect, or another doubt; inactive = no such curve, though single readings can be large; an effect the other way counts as inactive or inconclusive. A portion of the library; the hit share may differ from the screen's.
SMILES,D1 antag,RXFP1 antag,D1 ag,D1 potentiator,TRHR ag,TRHR PAM,Apoferritin bind,RXFP1 ag,D2 potentiator
COP(=O)(OC)C(NC(=O)Nc1ccccc1)c1ccccc1 (stereo not given),-8,20,-1,-11,0.5,2,-2%,0.5%,-9
O=C(NC1CC(=O)N(c2cccc(F)c2)C1)N1CCN(C(=O)c2ccco2)CC1 (stereo not given),12,-3,2,-4,0.0,-3,x,-0.3%,6
COc1cc(NC(=O)c2nnn(Cc3ccc(F)cc3)c2N)cc(OC)c1,-9,-9,16,-1,-0.3,-2,15%,-1.6%,8
CC1(C)Nc2ccccc2C(=O)N1NC(=O)c1ccccc1,-8,-5,1,-3,0.1,3,-9%,-0.5%,x
COc1ccc(Cl)cc1NC(=O)C1COc2ccccc2O1 (stereo not given),-5,-7,0,1,-0.3,-8,-14%,2.5%,x
COc1ccccc1NS(=O)(=O)c1cccc(-n2c(O)c(C=Nc3ccccc3C(=O)O)c3ccccc3c2=O)c1,5,-5,4,0,0.3,-2,-9%,-0.1%,-1
CC(C)(C)OC(=O)NCCCCCNC(=O)c1[nH]cnc1C(=O)N[C@@H](Cc1ccccc1)C(=O)OCc1ccccc1,0,x,12,-2,1.4,-7,1%,1.7%,-18
CCn1c(NC(=O)Nc2ccccc2OC)nc2ccccc21,-9,-5,4,-7,0.4,4,-9%,2.1%,10
COc1ccccc1NCCC(=O)OCC(=O)NC1CC1,-7,2,4,-4,-0.2,6,9%,-0.5%,7
COc1ccccc1C(C)NC(=O)Cc1ccc(S(=O)(=O)N2CCOCC2)s1 (stereo not given),0,2,1,-10,4.8,2,x,1.2%,-3
O=C(O)c1cccc(COc2ccccc2Cl)c1,-8,-3,8,-5,-0.4,10,-3%,0.0%,1
Cn1ncc2c(Nc3ccc(Cl)cc3)ncnc21,5,10,0,1,1.2,8,-3%,3.6%,5
C=CCN1CCN(C(c2ccc(OC)c(OC)c2)c2nnnn2C(C)(C)C)CC1 (stereo not given),-12,x,1,-3,1.3,3,-8%,-1.4%,10
O=C(/C=C/c1cccs1)c1ccc([N+](=O)[O-])cc1,5,-9,3,2,-0.6,4,6%,-3.0%,-1
CS(=O)(=O)c1ccc2nc(NC(=O)Nc3ccc(Cl)cc3)sc2c1,1,-17,6,2,0.6,0,-6%,3.5%,-8
O=C(CSc1nc2ccccc2c(=O)n1-c1ccccc1)NC(=O)CN1CCCC1=O,-3,6,-1,-3,-0.1,9,-12%,2.5%,6
C=CCC(C(=O)OC)(C(=O)OC)c1ccccc1[N+](=O)[O-],-8,11,1,-4,-0.4,-5,-10%,-2.0%,6
O=C(Cc1ccccc1)N/N=C/c1ccc(S(=O)(=O)O)o1,-9,0,2,3,0.4,-4,6%,0.0%,-5
CCOc1ccc2oc(C(=O)N(C)CCc3ccc(OC)c(OC)c3)c(C)c2c1,-8,0,0,-1,-0.1,7,x,1.1%,3
COc1ccc(NC(=O)COC(=O)C(CC(C)C)N2C(=O)C3CC=CCC3C2=O)cc1Cl (stereo not given),-7,7,6,8,0.3,2,6%,-0.8%,10
CCCCCn1nc(C)c2c(C)cc(=O)[nH]c21,-6,-6,0,-5,-0.1,0,4%,1.8%,9
CCN(CC)C(=O)C(=O)N/N=C/c1ccc(Br)cc1,-5,1,-1,4,0.4,-2,-8%,0.1%,-6
COc1ccccc1NS(=O)(=O)c1cccc(C(=O)N(C)Cc2cccs2)c1,-20,-8,13,3,-0.1,-4,-23%,0.7%,-6
Cc1cc(C)n(-c2nnc(SCC(=O)NC3CCCC3)c3ccccc23)n1,-2,-5,0,-4,0.0,10,4%,1.8%,11
COc1ccc(OCc2cc(C(=O)N3CCCCCCC3)no2)c(Cl)c1,-9,-13,5,5,-0.5,1,u,-1.3%,2
CCOC(=O)N1CCN(C2CC(=O)N(c3ccc(C)cc3)C2=O)CC1 (stereo not given),-4,-6,5,3,0.0,-4,5%,-0.4%,-1
Cc1ccccc1NC(=O)CSc1nnc(COc2ccc(Cl)cc2)o1,1,-3,1,-2,0.4,-6,u,-3.3%,2
Cc1cccc(NS(=O)(=O)c2ccc(C)c(C(=O)NCc3ccccn3)c2)c1,-7,-8,4,-3,0.8,-8,x,0.4%,2
Cc1cc(NC(=O)CCN2C(=O)c3ccccc3C2=O)no1,1,-4,2,-3,-1.4,56*,-7%,7.0%,-2
CCn1ccnc1CN(C)C(=O)c1cc(COc2ccccc2SC)on1,-9,1,2,1,-0.8,-8,-15%,1.4%,3
O=c1cc(-c2ccccc2Cl)oc2ccc([N+](=O)[O-])c(O)c12,-3,x,-3,-6,-0.2,2,u,0.2%,-8
N#CC1(NC(=O)Cn2cc(C(F)(F)F)cc(Cl)c2=O)CCCCC1,5,3,1,-3,0.6,29,-6%,-2.9%,-6
CCN(C(=O)CN1CCCCC1C)c1c(N)n(Cc2ccccc2)c(=O)[nH]c1=O (stereo not given),-5,6,6,1,0.7,6,x,-0.4%,x
c1cncc(Nc2c3ccccc3nc3ccccc23)c1,-31*,-3,3,-15,0.0,-11,-18%,0.0%,-4
CC(=O)Nc1nnc(SCC(=O)NCc2ccc3c(c2)OCO3)s1,0,-19,2,-8,0.5,3,0%,-2.7%,-5
COc1ccccc1C1CCN(c2ccc(CO)cc2[N+](=O)[O-])CC1,-17,-26,5,-3,-0.8,-4,-9%,-0.9%,0
O=C(CSc1ccc(Cl)cc1)Nc1ccc(N2CCN(C(=O)c3ccco3)CC2)cc1,-8,11,3,-4,-0.3,22,-3%,1.3%,11
COc1ccc([C@@H]2[C@@H]3C(=O)N(C(C)(C)C)C(=O)[C@@H]3[C@]3(Cc4ccc(Cl)cc4)C(=O)N(c4ccc(OC)cc4)C(=O)N23)cc1,-6,x,5,-6,0.0,2,x,-0.3%,0
Cn1ccnc1SCC(=O)N1CCN(S(=O)(=O)c2ccccc2)CC1,3,-5,3,-2,0.2,-3,1%,2.5%,6
CCC(=O)N1c2ccccc2CC1C(=O)NCCc1ccc(SC)cc1 (stereo not given),4,-6,0,1,-0.9,-6,2%,1.1%,-5
CCc1ccccc1NC(=O)Cn1cc(S(=O)(=O)N2CCCC2)c(S(=O)(=O)N2CCCC2)c1,-12,-6,0,-7,0.4,-6,5%,-1.3%,-3
O=C1CSc2ccc(S(=O)(=O)NCc3ccc(F)cc3)cc2N1,-1,5,5,-8,0.4,3,-17%,-4.3%,-3
COCC(=O)Nc1nc(-c2ccc([N+](=O)[O-])cc2)cs1,-13,-3,3,2,-0.6,1,-8%,-1.4%,4
S=C(NCc1cccc(Cl)c1)NCc1ccco1,-16,5,4,-2,-0.1,0,-3%,-3.6%,2
CCOc1ccccc1N(C)C(=O)Cn1cnc2sc(C)c(S(=O)(=O)N3CCC(C)CC3)c2c1=O,-4,-15,5,4,-0.3,-7,2%,1.2%,x
Cc1occc1-c1nnc(SCC(=O)c2c(N)n(C3CC3)c(=O)[nH]c2=O)n1C,17,-8,4,5,-0.1,6,x,-0.8%,5
Cc1ccc(N2CC(=O)N(NC(=O)c3sc4nc(C)cc(C)c4c3N)CC2=O)cc1,-4,4,3,2,0.3,38*,102%[activator],10%,2
Cc1ccc(NC(=O)Nc2ccccc2)c(Br)c1,-35*,3,2,-13,-0.5,-2,-2%,0.0%,-9

# The final two compounds of the section before are carried over, then new ones follow:
SMILES,D1 antag,RXFP1 antag,D1 ag,D1 potentiator,TRHR ag,TRHR PAM,Apoferritin bind,RXFP1 ag,D2 potentiator
Cc1ccc(N2CC(=O)N(NC(=O)c3sc4nc(C)cc(C)c4c3N)CC2=O)cc1,-4,4,3,2,0.3,38*,102%[activator],10%,2
Cc1ccc(NC(=O)Nc2ccccc2)c(Br)c1,-35*,3,2,-13,-0.5,-2,-2%,0.0%,-9
CCOCCCNc1nc2ccccc2[nH]1,-10,2,4,-3,-0.1,5,-2%,0.7%,0
CCCN(CCC)C(=O)c1cc2c(=O)[nH]c3ccc(C)cc3c2s1,6,0,2,0,1.2,-2,u,6.0%,0
C=CCNC(=O)COC(=O)CNC(=O)c1cc(Cl)cc([N+](=O)[O-])c1,-6,-5,1,-5,0.8,-5,-8%,1.2%,0
CC(NS(=O)(=O)c1ccc(Br)cc1)C(c1cccs1)N1CCN(C)CC1 (stereo not given),-19,1,-2,1,0.1,-3,-2%,2.7%,-6
Cc1ccc(CNC(=O)CCNC(=O)Cn2ccc3ccccc3c2=O)cc1,-13,-3,0,-2,0.0,4,-5%,0.6%,21
CN1CCN(C(=O)C2CCCN(S(=O)(=O)c3ccccc3)C2)CC1 (stereo not given),-4,20,3,3,-1.0,4,-11%,0.6%,3
COc1ccccc1CCc1nnc(CCC(=O)N(C)Cc2cccc3ncccc23)o1,0,-8,3,-5,-1.8,2,-9%,4.9%,-2
CC(C)NC(=O)c1cccc(Br)c1,18,3,-3,-2,-0.4,0,-7%,0.5%,-5
COc1cccc(C2CC(c3cccc(NS(C)(=O)=O)c3)=NN2C(=O)c2ccccc2)c1OC (stereo not given),-3,x,4,-2,-0.8,-2,-15%,0.3%,4
Cc1cccc(C)c1OCC(=O)NCC1COc2ccccc2O1 (stereo not given),-2,1,7,-4,0.6,1,x,1.7%,x
CCCCNC(=O)CSc1nnc(Cc2ccccc2)n1CC1CCCO1 (stereo not given),-1,-6,0,1,0.5,4,-7%,2.3%,4

# Two neighbouring compounds out of the list so far, for reference:
SMILES,D1 antag,RXFP1 antag,D1 ag,D1 potentiator,TRHR ag,TRHR PAM,Apoferritin bind,RXFP1 ag,D2 potentiator
Cc1cccc(C)c1OCC(=O)NCC1COc2ccccc2O1 (stereo not given),-2,1,7,-4,0.6,1,x,1.7%,x
CCCCNC(=O)CSc1nnc(Cc2ccccc2)n1CC1CCCO1 (stereo not given),-1,-6,0,1,0.5,4,-7%,2.3%,4
